Compound activity (PubChem)
MgcRacGAP inhibition – MgcRacGAP GTPase-activating activity inhibitors, confirmation, biochemical, ADP Hunter fluorescence | MgcRacGAP-stimulated Rac1 GTP hydrolysis, ADP Hunter fluorescence; higher % means a stronger effect; GST-tagged Rac1 F28L mutant substrate | actives 0.6% (n = 340,000) | inhibition, % at 30 µM, or IC50 in µM where a hit was titrated;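 active = first-screen hits whose inhibition reached a set limit at any dose in the follow-up dose series; inconclusive = inhibition above the set first-screen limit but never retested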;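 note: fluorescence reports GDP produced by GAP-driven GTP hydrolysis; strong numbers were not always called active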
T cell modulator – T cell immune modulators affecting CD8 T cell-vesicle binding. actives 0.068% (n = 330,000). calls only at 7 µM. AID 2052. 2C CD8+ T cell-vesicle binding, flow cytometry; stronger effect = lower value;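 active = response, share of CD8 T cells binding vesicles, and their 90th percentile fluorescence all below set limits, cut at about 80% in these data, passing the limit was not always enough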
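Material: murine 2C transgenic CD8+ T lymphocytes / Also added: QL9-peptide-loaded Drosophila micro-vesicles bearing Ld, ICAM-1 and B7-1 / Schedule: binding step 1.5 h, 37 °C, antibody labelling 20 min, ice / Signal: flow cytometry, PE anti-B7-1 (FL2) versus Alexa647 anti-CD8 (FL8), PFA-fixed / Evaluation: percent CD8+ FL2 mean versus row control / Benchmarks: naked versus QL9-loaded vesicles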
Myeloid diff 2 – compounds promoting myeloid differentiation. ER-HoxA9 myeloid progenitors, lysozyme-GFP differentiation, flow cytometry. calls only at 10 µM. actives 1% (n = 360,000);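 active = normalized GFP-positive differentiation at or above the plate's own cutoff, the solvent-only control mean plus 3 SD; inconclusive = no clear call, values can overlap the other calls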;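 note: cells exposed to compound for four days before flow analysis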
T cell modulator vesicle-bound % – second read-out of T cell modulator, no call of its own (marks repeat the call); double positive events, %; measured here: CD8+ vesicle-bound cell fraction;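 binding gate set so that unloaded-vesicle control wells show 10% double positive cells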
Myeloid diff 2 GFP+ MAC1+ % – second read-out of Myeloid diff 2, no call of its own (marks repeat the call); GFP+ MAC1+ double positive, %; measured here: differentiation confirmed by MAC1 staining
Active calls of the source: *; i = inactive; ? = inconclusive; . = not tested or not shown; + = active, no number.

SMILES | MgcRacGAP inhibition | T cell modulator | T cell modulator vesicle-bound % | Myeloid diff 2 | Myeloid diff 2 GFP+ MAC1+ %
CCOC(=O)Cc1csc(NC(=O)CSc2nc(C)cc(C)n2)n1 | 0% | i | 17 | i | 0.6
CCC1CCCCN1C(=O)COC(=O)c1cc(=O)[nH]c2ccccc12 (stereo unspecified) | 5% | i | 4 | i | 0.1
Cc1ccc(NS(=O)(=O)c2cccc(C(=O)Nc3cccnc3)c2)c(C)c1 | 8% | i | 32 | i | 0.6
C[C@H]1CN([C@@H](C)CO)C(=O)Cc2cc(NC(=O)C3CC3)ccc2O[C@H]1CN(C)Cc1ccc(Oc2ccccc2)cc1 | 9% | i | 58 | i | 0.7
O=C1C=CN2CCOCC2C1 (stereo unspecified) | 10% | i | 20 | i | 0.3
O=C(COC(=O)c1cccc(Cl)c1)Nc1cccc(S(=O)(=O)NC2=NCCC2)c1 | 10% | i | 53 | i | 0.5
C=CCC[C@H](Cc1ccc(F)cc1)C(=O)OC[C@H](C)NC(=O)[C@H](CC=C)CC(=O)NCCO | 4% | i | 34 | i | 1.5
O=C(OCC#CCSc1nnc(-c2cccc3ccccc23)o1)c1cnc[nH]1 | -3% | i | 19 | i | 0.7
CCN(C[C@H]1N[C@@](C)(C(=O)OC)[C@H]2C(=O)N(C)C(=O)[C@@H]12)C(C)=O | 4% | i | 16 | i | 2.0
CCOc1ccccc1C(=O)NC(C(=O)NCCc1ccccn1)C(C)C (stereo unspecified) | 4% | i | 17 | i | 0.7
CCC1(c2ccc(Cl)cc2)NC(=O)N(CC(=O)NC2(C#N)CCCCC2)C1=O (stereo unspecified) | 0% | i | 6 | i | 0.1
CCOC(=O)c1c(C)[nH]c(C)c1C(=O)COC(=O)c1ccc(Cl)nc1 | 1% | i | 50 | i | 0.6
C=CCC[C@@H](Cc1ccc(F)cc1)C(=O)OC[C@@H](NC(=O)[C@@H](CC=C)CC(=O)N(CCO)Cc1ccccc1)c1ccccc1 | 5% | i | 19 | i | 1.6
CCN(C[C@H]1N[C@@](C)(C(=O)OC)[C@H]2C(=O)N(Cc3ccccc3)C(=O)[C@@H]12)C(=O)c1ccc(C(C)(C)C)cc1 | 6% | i | 6 | i | 4.0
O=c1ccn([C@@H]2O[C@H](COS(=O)(=O)O)[C@@H](O)[C@H]2O)c(=O)[nH]1 | -34% | i | 22 | i | 2.1
COc1ccc(NC(=O)CNC(=O)c2ccco2)cc1S(=O)(=O)Nc1cc(C)ccc1Br | 2% | i | 44 | i | 0.9
Cc1noc(C)c1C(=O)OC(C)C(=O)NC(C)c1ccc(Cl)cc1Cl (stereo unspecified) | 1% | i | 44 | i | 0.5
CCOc1ccccc1C(=O)OCC(=O)NCc1ccc2c(c1)OCO2 | 0% | i | 53 | i | 1.5
CC1(C)NC(=O)N(CC(=O)OCC(=O)c2ccc(Br)s2)C1=O | -3% | i | 33 | i | 0.6
CN(C(=O)CSCC(=O)Nc1ccc(Cl)cc1)C1CCCCC1 | 2% | i | 46 | i | 0.9
CCN(CC)S(=O)(=O)c1ccc(N2CCOCC2)c(NC(=O)c2sccc2C)c1 | 3% | i | 53 | i | 0.7
O=C(Nc1ccc(S(=O)(=O)NC2=NCCCCC2)cc1)c1cccs1 | 3% | i | 44 | i | 0.8
CC1(c2ccccc2)NC(=O)N(CC(=O)Nc2ccc(N3CCOCC3)cc2)C1=O (stereo unspecified) | 1% | i | 46 | i | 1.5
Cc1ccsc1C(=O)OCC(=O)NCCc1ccccc1 | 4% | i | 51 | i | 1.0
CCC(CO)Oc1cc(NCc2cccc(OC)c2)c2ncn(C(C)C)c2c1 (stereo unspecified) | -4% | i | 11 | i | 0.7
O=C(OCC(=O)N1CCCC1)c1cnc(Cl)c(Cl)c1 | 0% | i | 57 | i | 0.4
Cc1noc(C)c1S(=O)(=O)Nc1ccc2c(c1)C(=O)N([C@H](C)CO)C[C@H](C)[C@@H](CN(C)Cc1ccc(C(=O)O)cc1)O2 | 4% | i | 6 | i | 3.2
COc1cc2sc(-c3ccc(S(C)(=O)=O)cc3)c(C(=O)NCCCCO)c2cc1OC | 7% | i | 12 | i | 0.7
CN(CC(=O)Nc1ccc(F)cc1)C(=O)Cn1cnc2ccc([N+](=O)[O-])cc2c1=O | -4% | i | 39 | i | 1.6
O=C(OCC#CCSc1nnc(-c2cccc3ccccc23)o1)c1ccc(Br)cc1 | 6% | i | 16 | i | 1.3

Four compounds already listed, sorted by length of the SMILES, lowest first.
SMILES | MgcRacGAP inhibition | T cell modulator | T cell modulator vesicle-bound % | Myeloid diff 2 | Myeloid diff 2 GFP+ MAC1+ %
O=C(Nc1ccc(S(=O)(=O)NC2=NCCCCC2)cc1)c1cccs1 | 3% | i | 44 | i | 0.8
Cc1ccc(NS(=O)(=O)c2cccc(C(=O)Nc3cccnc3)c2)c(C)c1 | 8% | i | 32 | i | 0.6
CC1(c2ccccc2)NC(=O)N(CC(=O)Nc2ccc(N3CCOCC3)cc2)C1=O (stereo unspecified) | 1% | i | 46 | i | 1.5
CCN(C[C@H]1N[C@@](C)(C(=O)OC)[C@H]2C(=O)N(C)C(=O)[C@@H]12)C(C)=O | 4% | i | 16 | i | 2.0

Further entries follow:
SMILES | MgcRacGAP inhibition | T cell modulator | T cell modulator vesicle-bound % | Myeloid diff 2 | Myeloid diff 2 GFP+ MAC1+ %
CN(CC(=O)Nc1ccc(F)c(F)c1F)C(=O)c1n[nH]c(=O)c2ccccc12 | 2% | i | 35 | i | 0.1
COc1ccc(OC)c(-c2nnc3n2N=C(c2ccc(OC)c(OCC4CC4)c2)CS3)c1 | 11% | i | 18 | + | 8.6*
O=[N+]([O-])c1ccc(NS(=O)(=O)N2CCOCC2)cc1 | 3% | i | 36 | i | 0.9
Cc1ccc(NC(=O)COC(=O)c2ccc(NC(=O)CC#N)cc2)cc1S(=O)(=O)N1CCOCC1 | 3% | i | 52 | i | 1.6
O=C(COC(=O)Cn1cnc2ccccc2c1=O)NNC(=O)c1ccc(Br)cc1 | 6% | i | 17 | i | 0.9
COc1ccc2cc(CO)c3cc(OC)c(OC)cc3c2c1 | 11% | i | 9 | i | 2.2
C=CCn1c(SCC(=O)Nc2ccc(C(=O)O)cc2)nc2scc(-c3ccccc3)c2c1=O | 0% | i | 27 | i | 0.7
COc1ccc(OC)c(NC(=O)COC(=O)COc2ccc(Nc3ccccc3)cc2)c1 | 25% | i | 56 | i | 1.3
CC(C)c1ccccc1NC(=S)NC(=O)C1CCCCC1 | 3% | i | 57 | i | 0.6
CC(NC(=O)c1ccco1)C(=O)Nc1nccs1 (stereo unspecified) | -4% | i | 35 | i | 0.7
C[C@H](CO)N1C[C@H](C)[C@@H](CN(C)Cc2ccc(-c3ccccc3)cc2)Oc2ccc(NC(=O)Cn3cnnn3)cc2C1=O | 4% | i | 12 | i | 0.8
COc1ccc(CNC(=O)COC(=O)c2cc3ccccc3cc2O)cc1OC | 5% | i | 7 | i | 0.6
CCN(CC)c1ccc(NC(=O)CSC(=O)c2ccccc2)cc1 | 84µM* | i | 35 | + | 3.0*
CC1(C)CC2CC(C)(CN2C(=O)COC(=O)c2ccc(O)cc2O)C1 (stereo unspecified) | 4% | i | 29 | i | 0.1
O=C(COC(=O)Cc1ccc([N+](=O)[O-])cc1)NC1CCCCCC1 | 0% | i | 56 | i | 1.0
CN(C)S(=O)(=O)c1cccc(NC(=O)c2ccc(N3CCCC3=O)cc2)c1 | 6% | i | 43 | i | 0.2
CC(C)=CCC/C(C)=C/CNC(=O)CC1C[C@H](C(=O)N(C(C)C)C(C)C)[C@@]2(C)c3[nH]c4ccccc4c3CCN2C1=O (stereo partly specified) | -20% | i | 6 | i | 1.4
Cc1ccc(NC(=O)CSc2ncn[nH]2)c([N+](=O)[O-])c1 | 4% | i | 49 | i | 1.6
O=C(Nc1ccc(S(=O)(=O)N2CCCC2)cc1)c1ccc([N+](=O)[O-])o1 | 3% | i | 41 | ? | .
Cc1ccc(C)c(C(=O)COC(=O)c2n[nH]c3ccccc23)c1 | -1% | i | 38 | i | 1.9
N#CCCN(C(=O)CSc1n[nH]c(=O)[nH]c1=O)c1ccccc1 | 3% | i | 53 | i | 0.3
CC(C)Cn1c(N)c(C(=O)COC(=O)c2cccn2C)c(=O)n(C)c1=O | -2% | i | 56 | i | 0.4
NC(=O)c1ccsc1NC(=O)c1ccc([N+](=O)[O-])o1 | 10% | i | 41 | ? | .
CCN(C[C@H]1N[C@@](C)(C(=O)OC)[C@H]2C(=O)N(C)C(=O)[C@@H]12)C(=O)Nc1ccc(Cl)cc1 | 5% | i | 19 | i | 1.4
COc1ccc2c(c1)C(=O)N1[C@H]3c4cc(Cl)ccc4OC[C@@H]3[C@H](c3ccccc3)[C@]1(C)C(=O)N2 | 1% | i | 12 | + | 1.7*
O=C(CSC(=O)c1ccccc1)Nc1ccccc1F | 7% | i | 23 | i | 0.6
Cc1ccc(S(=O)(=O)Nc2cccc3c2O[C@H](CN(C)C(=O)Nc2cccc4ccccc24)[C@H](C)CN([C@H](C)CO)C3=O)cc1 | 7% | i | 23 | i | 0.4
COc1ccc2sc(-c3ccccc3OC)c(-c3ccc(OCCN4CCCC4)cc3)c2c1 | 2% | i | 20 | i | 2.3
Cc1nc(NC(=O)COC(=O)[C@@H](NC(=O)c2ccco2)C(C)C)c(Cl)cc1Cl | 12% | i | 56 | i | 0.1
CN(Cc1ccccc1)C(=O)c1ccc(NC(=O)Cc2cccc([N+](=O)[O-])c2)cc1 | 6% | i | 55 | i | 2.2
CCOc1ncccc1C(=O)Nc1ccc(S(=O)(=O)Nc2cc(C)nc(C)n2)cc1 | 3% | i | 5 | i | 0.4
Cc1cc(NC(=O)COC(=O)c2ccc(C)c(C)c2)no1 | 3% | i | 13 | i | 1.4
O=C(COC(=O)Cc1ccc(F)cc1)NC(=O)NC1CCCC1 | 0% | i | 45 | i | 1.7
O=C(NCCCCNCCCNC(=O)c1ccccc1)c1ccccc1 | -11% | i | 15 | i | 5.0
CC(=O)c1c(OCC(=O)N(C)C2CCCCC2)ccc2c(C)cc(=O)oc12 | 3% | i | 43 | i | 0.8
CCOC(=O)c1ccc(NC(=O)CNNC(=O)COc2ccccc2C)cc1 | 5% | i | 53 | i | 0.8
Cc1ccc(NC(=O)CN2c3cccc4cccc(c34)S2(=O)=O)cc1 | 5% | i | 8 | i | 0.4
Cc1cc(C)cc(NC(=O)CN2C(=O)NC(Cc3c[nH]c4ccccc34)C2=O)c1 (stereo unspecified) | 4% | i | 52 | i | 0.1
C=CC[C@H](CC(=O)NCCO)C(=O)NCCOC(=O)[C@@H](CC=C)Cc1ccc(F)cc1 | 7% | i | 10 | i | 0.5
C[C@H](CO)N1C[C@H](C)[C@@H](CN(C)S(=O)(=O)c2ccccc2)Oc2ccc(NC(=O)C3CC3)cc2C1=O | 3% | i | 10 | i | 0.5
O=C(COC(=O)C1CC1)NCc1ccc(Cl)cc1Cl | 3% | i | 27 | i | 0.4
COc1ccc(C2=NOC(Cn3nc(C(=O)NCc4cccc(Br)c4)cc3-c3ccccc3)C2)cc1 (stereo unspecified) | 6% | i | 18 | i | 1.5
COc1ccc(-c2c(-c3ccc(OC)nc3)c3ccccc3n2C)cc1 | 2% | i | 39 | i | 1.0
CN(C(=O)c1ccc(NC(=O)C2CCCN(C(=O)OC(C)(C)C)C2)cc1)C1CCC1 (stereo unspecified) | 12% | i | 16 | i | 2.1
CCOc1cc(/C=C/C(=O)OCC(=O)NCC2CCCO2)cc(Cl)c1OC (stereo unspecified) | 1% | i | 41 | i | 1.9

Only Myeloid diff 2 GFP+ MAC1+ %, T cell modulator vesicle-bound % and Myeloid diff 2, for two of the compounds above:
SMILES	Myeloid diff 2 GFP+ MAC1+ %	T cell modulator vesicle-bound %	Myeloid diff 2
CCN(CC)c1ccc(NC(=O)CSC(=O)c2ccccc2)cc1	3.0*	35	+
CC1(C)CC2CC(C)(CN2C(=O)COC(=O)c2ccc(O)cc2O)C1 (stereo unspecified)	0.1	29	i

(list continues)
SMILES | MgcRacGAP inhibition | T cell modulator | T cell modulator vesicle-bound % | Myeloid diff 2 | Myeloid diff 2 GFP+ MAC1+ %
CSc1ccccc1NC(=O)CN(C)CC(=O)Nc1ccc(S(=O)(=O)N2CCCC2)cc1 | 4% | i | 49 | i | 2.1
CC1CCC2(CC1)NC(=O)N(CC(=O)N1CCOCC1)C2=O (stereo unspecified) | 10% | i | 32 | i | 0.9
CC(C)c1ccc(NC(=O)COC(=O)c2nn(C)c(=O)c3ccccc23)cc1 | 1% | i | 51 | i | 0.8
CC(Sc1nnc(Cc2ccccc2)o1)C(=O)NC1(C#N)CCCCC1 (stereo unspecified) | 4% | i | 48 | i | 1.7

Some of the compounds tested; the hit share may differ from the screen's.
